KCNH2 3.1 inh – KCNH2 3.1 (human) potassium channel inhibition | U2OS KCNH2 3.1, thallium flux FluxOr; hits give low values | activity change, % (tested at about 1.8 µM) | 0.95% of 340,000 active | AID 720553;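 active = maximum activity change below -70%; inconclusive = maximum activity change from -70% to -50%; inactive = maximum activity change above -50%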;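 note: thallium influx rate constant from kinetic fluorescence after stimulation buffer; % is set by controls: 0 for no effect and ±100 for the full control effect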
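Thallium flux read-out: FluxOr dye with Red40 quencher in HBSS/HEPES, 45 min at RT. Rate constants from kinetic reads were normalized to positive and negative DMSO controls. Cells: U2OS virally expressing the 3.1 isoform.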
ELG1 genotox – genotoxicity induction in ELG1-luciferase HEK293T cells | HEK293T ELG1-luciferase reporter, luminescence, 16 h | Potency, µM (top dose mostly 46 µM), inactives show at the highest dose activity change, positive = activation, usual class: activators | 1.3% of 330,000 active | AID 504466; note: potency is the fitted concentration of half-maximal effect; % of control where 0% means no effect; nearly all actives have a fitted effect of over 60% in size
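16 hr compound incubation (37 °C, 5% CO2) of HEK293T cells carrying luciferase-tagged ELG1; luciferase then measured by ONE-Glo luminescence after 30 min at RT.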
Tb PFK block – inhibitors of T. brucei phosphofructokinase. 0.17% of 330,000 active. Potency, µM (titrated, usually from 57.5 µM), inactives show top-dose activity, negative = inhibition, most hits filed as inhibitors. T. brucei PFK, ADP-Glo luminescence. O15648. AID 485367;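 note: potency is the fitted concentration of half-maximal effect; 0% = uninhibited 1x PFK enzyme wells and -100% = no-enzyme wells; nearly all actives have a fitted effect of over 60% in size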
Target sequence (O15648 whole entry, looked up): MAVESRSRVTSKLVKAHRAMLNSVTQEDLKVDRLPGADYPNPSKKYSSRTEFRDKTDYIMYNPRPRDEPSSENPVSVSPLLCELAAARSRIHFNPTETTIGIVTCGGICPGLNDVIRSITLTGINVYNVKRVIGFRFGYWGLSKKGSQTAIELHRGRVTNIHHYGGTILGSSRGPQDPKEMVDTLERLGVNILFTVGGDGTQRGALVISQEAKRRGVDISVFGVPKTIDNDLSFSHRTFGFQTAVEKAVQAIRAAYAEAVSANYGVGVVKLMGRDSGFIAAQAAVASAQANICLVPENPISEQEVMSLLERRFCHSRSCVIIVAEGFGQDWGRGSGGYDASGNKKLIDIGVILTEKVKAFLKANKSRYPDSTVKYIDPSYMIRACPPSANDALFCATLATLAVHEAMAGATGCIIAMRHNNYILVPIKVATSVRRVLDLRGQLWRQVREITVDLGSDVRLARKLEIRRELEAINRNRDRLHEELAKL
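PFK 1.25 nM, F6P 0.5 mM, ATP 0.1 mM, 0.1 M TEA pH 8.0, 5 mM MgCl2, 0.01% Tween20, 0.1% BSA; 45 min RT. ADP-Glo readout. qHTS titration up to 57 uM; curves fitted, compounds curve-classed.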
NPC1 prom act – activators of NPC1 promoter. 2.4% of 320,000 active. Potency, µM (top dose mostly 9.22 µM), without a hit: at the highest dose activation, most hits filed as activators. AID 485313. Huh7 NPC1 promoter luciferase reporter, 24 h;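 note: potency is the fitted concentration of half-maximal effect; % of control where 0% means no effect; nearly all actives have a fitted effect of over 60% in size; reporter is driven by a mutant NPC1 promoter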
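Huh7 reporter cells (NPC1 promoter driving luciferase) are dosed with compound for 24 h at 37 °C, 5% CO2; luciferase detection reagent is then added and luminescence measured after 10 min at ambient temperature.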
Rab9 promoter act – activates the Rab9 promoter | Huh7 Rab9 promoter-luciferase reporter, luminescence, 24 h | Potency, µM (top dose mostly 9.22 µM), without a hit: top-dose activation, negative = inhibition, most hits filed as activators | 2.8% of 320,000 active; note: potency is the fitted concentration of half-maximal effect; % of control where 0% means no effect; nearly all actives have a fitted effect of over 60% in size
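Huh7 reporter line, Rab9 promoter upstream of luciferase. Compound exposure 24 h at 37 °C in reduced-serum medium with 10% FBS. Read-out: luminescence.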
Gal4-VP16 FLuc – Gal4-VP16 reporter inhibition counter-screen; Drosophila S2 Gal4-VP16 UAS-luciferase, luminescence, 20 h; Potency, µM (titrated, usually from 53.6 µM), for the others: at the highest dose activity, negative = inhibition, usual class: inhibitors; 3.5% of 310,000 active;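 note: Gal4-VP16 expression switched on by copper sulfate through the metallothionein promoter; potency is the fitted concentration of half-maximal effect; % is set by controls: 0 for no effect and ±100 for the full control effect; nearly all actives have a fitted effect of over 50% in size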
RORgamma inh – ROR gamma (mouse) transcription inhibition; P51450; Drosophila S2 Gal4-RORgamma UAS-luciferase reporter, 20 h; Potency, µM (doses to about 53.6 µM), without a hit: top-dose activity change, negative = inhibition, actives largely listed as inhibitors; 5.4% of 310,000 active; AID 2551; note: potency is the fitted concentration of half-maximal effect; % is set by controls: 0 for no effect and ±100 for the full control effect; nearly all actives have a fitted effect of over 60% in size
Target sequence (P51450 whole entry, looked up, the tested form may be a part): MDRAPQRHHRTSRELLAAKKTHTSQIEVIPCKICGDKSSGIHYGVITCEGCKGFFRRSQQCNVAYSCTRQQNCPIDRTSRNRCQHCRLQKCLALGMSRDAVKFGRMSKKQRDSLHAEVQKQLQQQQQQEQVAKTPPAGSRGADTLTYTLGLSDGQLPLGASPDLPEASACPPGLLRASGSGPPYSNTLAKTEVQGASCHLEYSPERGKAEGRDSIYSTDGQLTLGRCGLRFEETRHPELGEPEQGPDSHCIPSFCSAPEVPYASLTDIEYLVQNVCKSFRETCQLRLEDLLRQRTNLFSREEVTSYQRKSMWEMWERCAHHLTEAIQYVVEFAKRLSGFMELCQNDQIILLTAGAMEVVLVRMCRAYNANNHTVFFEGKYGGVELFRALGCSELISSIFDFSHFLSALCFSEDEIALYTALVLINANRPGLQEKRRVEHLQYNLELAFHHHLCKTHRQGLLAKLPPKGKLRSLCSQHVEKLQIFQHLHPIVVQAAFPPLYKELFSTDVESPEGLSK
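Compounds are pin-transferred onto Drosophila Schneider cells expressing a copper-inducible Gal4–ROR gamma transactivation domain fusion. After 1 hr, copper sulfate is added to 700 uM final; luciferase is read 20 hr later.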
uPA surface inh – cell surface uPA generation inhibition; cell surface uPA generation assay, qHTS; Potency, µM (titrated, usually from 38.3 µM), inactives show top-dose activity change, negative = inhibition, usual class: inhibitors; 0.31% of 330,000 active; active = well fitted inhibition curve with a large enough effect; inconclusive = small, poorly fitted or top-dose-only effect; inactive = no such curve, though single readings can be large or run the other way; tested in mouse RAW 264.7 cells; note: potency is the fitted concentration of half-maximal effect; % is set by controls: 0 for no effect and ±100 for the full control effect; nearly all actives have a fitted effect of over 55% in size
Coupling enz – coupling enzyme interference in Giardia aldolase counter-screen; coupling enzyme system counterscreen, AmpLite Red fluorescence; activity change, negative = inhibition, % at 58.2 µM, hits read low; 0.67% of 290,000 active; in the data active = activity change below about -30%; note: % is set by controls: 0 for no effect and ±100 for the full control effect
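Compounds tested against the coupling enzymes alone at 57.5 uM final; readout was AmpLite Red fluorescence (525/598 nm) after 20 min at RT.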
Giardia killer – Giardia lamblia killing; Giardia lamblia trophozoite viability; 0.15% of 340,000 active; activity change, % at 7.66 µM, hits read low; in the data active = activity change below about -80%; inconclusive = between about -30% and that limit;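 note: parasites exposed to compound for two days anaerobically before the ATP read; % is set by controls: 0 for no effect and ±100 for the full control effect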
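Viability, read as ATP luminescence: trophozoites at 100 cells/well, compound added, 48 hrs anaerobic at 37 deg C, then 15-30 min room-temperature development before reading.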
FLuc counter – inhibits or activates purified firefly luciferase, miR-21 counter-screen; purified FLuc, Km substrates, luminescence inhibition; 6.9% of 360,000 active; Potency, µM (top dose mostly 57.5 µM), for the others: at the top dose activity change, negative = inhibition, hits mostly inhibitors; P08659;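 note: potency is the fitted concentration of half-maximal effect; plate controls were vehicle for no effect and reference inhibitor for full effect; nearly all actives have a fitted effect of over 55% in size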
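Biochemical qHTS of compounds, final roughly 60 µM downward over six points, against 10 nM purified firefly luciferase using Km concentrations of substrates (10 uM D-luciferin, 10 uM ATP) in Tris acetate pH 7.5 buffer; luminescence output.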
* hit, by the source's call; ? = inconclusive; / = not tested or not shown; & = joins results of further samples; [ ] = remark or other dose. Unless noted, calls come from the whole dose curve; as a rule, active = well fitted curve in the direction sought with a large enough effect; inconclusive = small, poorly fitted or top-dose-only effect, or another doubt; inactive = no such curve, though single readings can be large; an effect the other way counts as inactive or inconclusive.

SMILES	KCNH2 3.1 inh	ELG1 genotox	Tb PFK block	NPC1 prom act	Rab9 promoter act	Gal4-VP16 FLuc	RORgamma inh	uPA surface inh	Coupling enz	Giardia killer	FLuc counter
CSc1ccc(/C=C(/NC(=O)c2ccco2)C(=O)N2CCCCCC2)cc1	9	-1%	1%	2%	-5%	-1%	11%	1%	0	15	0%
Cc1c(C(=O)NCC2CCCO2)oc2ccc3c(c12)C(=O)CC(C)(C)O3 (stereo not given)	9	?	-4%	?	2.5µM*	-26%	-41%	-12%	0	-7	2.7µM*
CCCCn1c(N)c(N(CCOC)C(=O)c2sc3ccccc3c2Cl)c(=O)[nH]c1=O	-4	-1%	-5%	-4%	-6%	/	/	11%	/	6	2%
COc1ccc(-n2cnc3scc(-c4ccccc4)c3c2=O)cc1	12	-11%	2%	-1%	2%	0%	26%	-11%	3	-4	5%
CCCCCSc1nnc(N)s1	-14	6%	2%	-1%	6%	0%	12%	-1%	0	-6	-8%
CCOc1ccc(C(=O)NCc2ccco2)cc1OCC	-4	2%	-5%	-5%	-4%	1%	27%	-5%	1	7	1%
COc1ccc(Br)cc1C(=O)Nc1nnn(C)n1	-40	2%	1%	0%	-8%	-1%	-3%	3%	2	-4	-2%
CCn1c(NCCc2ccc(OC)c(OC)c2)nc2c1c(=O)n(C)c(=O)n2C	17	-11%	27%	-2%	-14%	-7%	15%	8%	2	-8	0%
CCOC(=O)c1ccc(NCc2nc3ccccc3n2C)cc1	6	27%	-4%	3.2µM*	3.2µM*	0%	14%	-6%	4	-2	?
CCOC(=O)c1cc(C#N)c(SCc2ccc(C#N)cc2)nc1C	?	3%	-1%	-2%	10%	0%	14%	1%	2	-6	3%
C=CCN(C(=O)CNS(=O)(=O)c1ccccc1)C(C(=O)NCCOC)c1cccnc1 (stereo not given)	6	-8%	0%	2%	-4%	-1%	-5%	-1%	0	6	0%
C/C(N)=C(/C#N)C(=O)CSc1nnc(C)n1-c1ccccc1	10	2%	-4%	-4%	1%	1%	-7%	-6%	-1	-5	6%
N#Cc1c(-n2ccnc2)cccc1-n1ccnc1	-6	0%	1%	-6%	-4%	-11%	-5%	0%	9	-14	5%
COc1ccc(C(=O)Nn2cnc3scc(-c4cccs4)c3c2=O)c(O)c1	9	7.3µM*	13%	2.8µM*	2.5µM*	22%	-38%	1%	3	-6	15µM*
COc1ccccc1[C@@H]1C(c2cccc(C)c2)=NN(c2ccc(Br)cc2)[C@H]1C(=O)N1CCOC1=O	-16	2%	0%	/	/	-2%[40.7 µM]	4%[40.7 µM]	-4%	-4	9	/
CCN1C(=O)/C(=C/c2ccc(OCc3ccc(C(=O)O)cc3)c(Cl)c2)NC1=S	24	-4%	-1%	-1%	-6%	-9%	2%	3%	10	10	-5%
Cc1cccc(OCCCn2ccnc2)c1	6	0%	-3%	2%	-1%	5%	-38%	/	2	3	-1%
CCc1ccc(NC(=O)C(NS(=O)(=O)c2cccc3nsnc23)c2ccccc2)cc1 (stereo not given)	-16	3%	0%	2%	1%	-12%	?	0%	2	-4	?
C[C@H]1CN([C@@H](C)CO)C(=O)c2cc(NC(=O)Cc3ccccc3)ccc2O[C@H]1CN(C)Cc1ccccc1	-13	0%	0%	/	/	/	/	3%	/	3	/
COc1ccc(N(C)S(=O)(=O)c2cccc(C(=O)NC3CCCCCC3)c2)cc1	-3	-8%	-1%	-4%	-1%	6%	19%	8%	-2	1	3%
Cc1cc([N+](=O)[O-])nn1CCCC(=O)Nc1c(C)n(C)n(-c2ccccc2)c1=O	-14	-2%	4%	15%	11%	1%	?	2%	4	5	-2%
Cc1cc(C)nc(NS(=O)(=O)c2ccc(NC(=O)c3snnc3C)cc2)n1	11	4%	3%	-4%	-4%	-1%	-15%	1%	/	-9	-3%
Cc1cc(C)nc(NC(=S)Nc2cccc(F)c2)c1	0	3%	-1%	4%	25%	7.1µM*	1.8µM*	5%	-1	2	?
NNc1nc(Nc2ccc([N+](=O)[O-])cc2)nc(N2CCCCCC2)n1	22	2%	-5%	-4%	10%	16µM*	?	-4%	1	8	-18%
Cc1cccc(NC(=S)N(Cc2cccs2)Cc2cc3cc(C)cc(C)c3[nH]c2=O)c1	15	-3%	-5%	-20%	-13%	-14%	15%	4%	6	-3	-2%
O=C(Cc1c(F)cccc1Cl)N/N=C/c1cccnc1	3	4%	1%	-4%	8%	5%	-6%	4%	0	-12	-1%
CN(C)S(=O)(=O)c1cccn1-c1ncc(C(F)(F)F)cc1Cl	-6	-2%	2%	1%	0%	24%	36%	3%	2	7	2%
O=S(=O)(Nc1ccccc1Cl)c1ccc2[nH]c(=S)oc2c1	2	-1%	-5%	-4%	-4%	0%	0%	-12%	/	-18	3%
CC(C)CN1CCC(=O)N(CCSc2ccc(Br)cc2)CC1	2	0%	2%	-2%	-3%	3%&3%	10%&-3%	-4%	2&3	?	-5%
COCc1ccc(C(=O)OC(C)C(=O)Nc2c(C)n(C)n(-c3ccccc3)c2=O)cc1 (stereo not given)	3	-1%	-5%	-9%	1%	/	/	-1%	/	15	13%
COc1cccc(NC(=O)CN(C)C(=O)CCN2C(=O)C3CC=CCC3C2=O)c1 (stereo not given)	-4	-4%	0%	0%	?	/	/	-4%	/	9	-1%
CC(=O)N=C1SC2CS(=O)(=O)CC2N1Cc1ccc(C)cc1 (stereo not given)	8	-2%	1%	1%	-3%	4%	15%	-1%	1	-20	-1%
CS(=O)(=O)N(CC(=O)N1CCOCC1)Cc1ccccc1	6	1%	-12%	14%	16%	10%	-13%	5%	0	-11	4%
CCCCn1c(N)c(N(CCOC)C(=O)COC(=O)CCOc2ccc(C)cc2)c(=O)[nH]c1=O	10	-2%	0%	-3%	-3%	/	/	-18%	/	11	1%
CC(=O)C1=C(C)OC2(O)c3ccccc3C(=O)C12O (stereo not given)	-2	-5%	20%	7%	1%	5%	-3%	?	-15	9	0%
COc1cccc(CNC(=O)CC(NC(=O)c2ccccc2)c2ccccc2)c1 (stereo not given)	17	0%	-5%	-7%	-2%	/	/	3%	/	12	1%
CCN1CCN(C(=O)c2ccc3nc(-c4ccccc4)c(-c4ccccc4)nc3c2)CC1	/	-7%	0%	-3%	2%	1%	1%	1%	/	-8	-7%
Cc1cc(NS(=O)(=O)c2ccc(NC(=S)NC(=O)c3cccnc3)cc2)no1	3	1%	5%	-2%	-10%	-6%	-5%	-3%	7	-9	0%
CC(=O)N1CCN(S(=O)(=O)c2cccc(C(=O)NCc3ccc(F)cc3)c2)CC1	-7	0%	-20%	/	/	/	/	-1%	/	-14	/
CO/N=C(/CNC(=O)c1ccc(F)cc1)c1ccc(Cl)cc1	-16	1%	-5%	-1%	-6%	4%	1%	-3%	-1	-1	-2%
CC(Oc1cc2oc(=O)c3c(c2cc1Cl)CCC3)C(=O)NCC1CCC(C(=O)O)CC1 (stereo not given)	3	6%	-9%	-2%	-1%	-7%	4%	1%	/	-2	0%
CC(C)[C@@H](CSc1ccccc1)N1CCN(Cc2ccccc2)CCC1=O	0	-4%	-4%	-4%	0%	2%	-2%	-9%	4	-6	3%
COC(=O)CCC(=O)OC1(C)C(=O)C=C2C=C(C3CC3)N(Cc3ccc4c(c3)OCO4)C=C2C1=O (stereo not given)	8	0%	0%	11%	-12%	1%	-24%	4%	-39*	-11	-3%
COc1cc2c(cc1OC)C(C)N(C(=O)c1sc(-c3cnccn3)nc1C)CC2 (stereo not given)	8	-1%	2%	-3%	2%	0%	-24%	-2%	0	3	-3%
C/C(CC(=O)Nc1ccc2c(c1)OCCO2)=N\NC(=O)COc1ccccc1	-3	7%	3%	-3%	1%	-15%	-9%	27%	-1	-9	?
OCC#Cc1ncc(C(F)(F)F)cc1Cl	0	-1%	-3%	-1%	4%	13µM*	?	-8%	1	-3	2%
FC(F)Sc1ccc(-n2cc(-c3ccc(Cl)cc3)[n+]3c2CCC3)cc1	7	-10%	5%	-6%	-2%	-22%	-8%	2%	3	9	9%
O=S(=O)(Nc1ncccn1)c1ccccc1	10	-2%	0%	-1%	-1%	12%	1%	2%	0	-10	0%
c1cncc(-c2nc(N3CCCCCC3)c3ccccc3n2)c1	-14	-3%	-3%	-1%	4%	?	11µM*	9%	9	3	3%
O=C(CSc1ncn[nH]1)NC1CC2CCC1C2 (stereo not given)	5	-1%	-1%	-3%	-2%	1%	9%	-2%	-2	5	1%
COc1ccc(N/C=C(\C#N)S(=O)(=O)c2ccc(Cl)cc2)c(OC)c1	-14	-9%	-1%	1%	-3%	0%	17%	-1%	-2	4	2%
